Screening data as filed in PubChem BioAssay.
miR122 inh – miR-122 Renilla sensor signal increase in Huh7, primary screen, miR-122 inhibitor project, cell-based, single point, plate reader; Huh7 miR-122 Renilla luciferase sensor, 48 h; neutral wells = 0, positive control = 100; 340,000 compounds, 0.3% hits; activation (reporter increase), % at 12.5 µM;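 active = mean replicate activation score at least 90 and every replicate individually at or above 90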;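 also: higher luciferase means less miR-122 activity so hits act as miR-122 inhibitors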
PGC1a acetyl inh – inhibitors of PGC1a acetylation signal, primary screen, cell-based, U2OS, AlphaScreen, inhibitor mode; AlphaScreen anti-acetyl-lysine; with virally co-expressed GCN5 acetyltransferase; inhibition, % at 15.6 µM; 350,000 compounds, 0.17% hits; AID 651687, 2012;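 active = every replicate shows inhibition of at least 40%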;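 also: 0% = neutral control wells and 100% = positive control wells; some results beyond the cut were filed as inactive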
LGR2 inh – inhibitors of bursicon-induced LGR2 CRE-luciferase signal, primary screen, cell-based, HEK293, CRE-luciferase reporter, bursicon stimulation; inhibition, % at 9.99 µM; Drosophila bursicon receptor LGR2 (rickets); 380,000 compounds, 0.35% hits; bursicon-stimulated, 4 h;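 active = drop in luminescence signal, shown as inhibition above about 50% in the replicate tests, limit read from the data, passing the limit was not always enough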;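 also: agonist challenge used bursicon conditioned medium at about half maximal strength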
FN deposition inh – inhibitors of fibronectin matrix deposition, primary screen, AH1F cells, Alexa488-fibronectin fluorescence, plate reader | AH1F fibroblasts, overnight | inhibition, % at 12.6 µM | 350,000 compounds, 0.086% hits | AID 743247, 2014;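 active = mean inhibition across replicates of 30% or more, regardless of how many single replicates reach that level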;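 also: positive control wells lacked labelled fibronectin entirely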
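Assay system: AH1F fibroblast monolayer, labelled fibronectin deposition. Amount: 10000 cells per well. Also added: labelled fibronectin 24 nM. Compound: single-point pinned compound. Incubation: cell attachment 1 h, compound and FN exposure overnight. Detection: fluorescence after three HBSS washes, excitation 485 nm, emission 525 nm. Read-out: inhibition of fibronectin deposition signal.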
PAX8 reporter – inhibitors of PAX8-driven TPO luciferase reporter, primary screen, RMG-I cells, single concentration; inhibition, % at 12.6 µM; 360,000 compounds, 1.2% hits; SteadyGlo, 24 h; AID 652154, 2013;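 active = mean replicate inhibition at least 60% with every replicate also reaching 60%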;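 also: luciferase light reporting Pax8 driven TPO promoter activity; plate controls were median of neutral control wells for no effect and mitoxantrone controls for full effect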
CASP6 VEID inh – human caspase-6 inhibitors, primary screen, biochemical, VEID-R110 fluorescence, single point, set 2; AID 686996, 2013; P55212; inhibition, % at 12.5 µM; 350,000 compounds, 0.53% hits; purified caspase-6, Z-VEID-R110 cleavage fluorescence;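 active = mean inhibition across replicates at least about 35%, with every replicate also reaching that limit, limit read from the data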;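 also: 0% = median of neutral control wells and 100% = no fluorescence left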
Target sequence (P55212 24-179 limits assumed): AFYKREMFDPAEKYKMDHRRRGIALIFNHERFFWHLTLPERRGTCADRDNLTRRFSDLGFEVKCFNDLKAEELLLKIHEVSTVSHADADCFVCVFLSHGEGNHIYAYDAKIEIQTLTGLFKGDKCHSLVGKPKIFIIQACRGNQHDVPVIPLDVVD
Target sequence (P55212 194-293 limits assumed): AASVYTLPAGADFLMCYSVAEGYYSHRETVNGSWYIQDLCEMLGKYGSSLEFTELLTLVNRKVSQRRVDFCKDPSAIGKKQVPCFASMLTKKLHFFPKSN
Cneo AK release – Cryptococcus neoformans cell lysis inducers, primary screen, AK release luminescence, single concentration; lysis activity, % at 15 µM; 360,000 compounds, 0.2% hits; AID 651654, 2012; C. neoformans lysis, adenylate kinase release luminescence, 4 h; normalised: neutral wells 0, clomiphene wells 100;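 active = mean lysis activity across replicates of at least 80%, whatever share of replicates individually reach that level; inactive = mean lysis activity below 80%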
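Material: C. neoformans cells; Schedule: 4 h static compound exposure, 37 °C, read 1 h post-reagent; Measured by: adenylate kinase release luminescence; Read-out: signal increase indicating cell lysis; Controls: Clomiphene as positive lysis control.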
EWS-Fli inh – EWS/Fli-driven NR0B1 reporter inhibitors, primary screen, A673 cells, NR0B1 luciferase, luminescence, MLPCN library; viability-normalised; inhibition, % at 12.6 µM; 350,000 compounds, 0.67% hits; AID 651661, 2012;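 active = mean inhibition of at least 50% after viability correction, with every replicate also passing that limit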;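 also: firefly luciferase signal divided by Alamar Blue viability fluorescence both relative to DMSO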
Starred values were filed as active, the others as inactive; . = no result given; & = joins results of further samples; [ ] = dose if it differs, or a comment. This is a random part of the collection; about 2.5% have a hit in one of these screens.

A first look, 4 compounds:
SMILES | miR122 inh | PGC1a acetyl inh | LGR2 inh | FN deposition inh | PAX8 reporter | CASP6 VEID inh | Cneo AK release | EWS-Fli inh
CC1(C)COC2(OC1)C(=O)Nc1ccccc12 | . | . | 28 | 8 | 17 | -2 | 0 | 15
CS(=O)(=O)N1[C@H](CO)[C@@H](c2ccccc2)C12CN(C(=O)c1ccccc1F)C2 | . | 4 | 4 | 1 | -2 | -1 | . | 3
CCCCN(C=O)c1c(CC)nc2ccc(C(=O)N3CCN(C(C)=O)CC3)cn12 | -3 | -2 | 2 | 0 | -14 | 0 | 0 | -2
COc1cc(C=C2Cc3ccccc3C2=O)cc(OC)c1OC | . | . | -20 | -8 | 0 | 1 | . | -23

This part in full, from the first entry:
SMILES | miR122 inh | PGC1a acetyl inh | LGR2 inh | FN deposition inh | PAX8 reporter | CASP6 VEID inh | Cneo AK release | EWS-Fli inh
CC1(C)COC2(OC1)C(=O)Nc1ccccc12 | . | . | 28 | 8 | 17 | -2 | 0 | 15
CS(=O)(=O)N1[C@H](CO)[C@@H](c2ccccc2)C12CN(C(=O)c1ccccc1F)C2 | . | 4 | 4 | 1 | -2 | -1 | . | 3
CCCCN(C=O)c1c(CC)nc2ccc(C(=O)N3CCN(C(C)=O)CC3)cn12 | -3 | -2 | 2 | 0 | -14 | 0 | 0 | -2
COc1cc(C=C2Cc3ccccc3C2=O)cc(OC)c1OC | . | . | -20 | -8 | 0 | 1 | . | -23
COCCCNC(=O)CNC(=O)c1nn(-c2ccc(OC)cc2)c(=O)c2ccccc12 | -5 | 8 | -9 | -5 | -1 | -2 | 3 | -8
CCCS(=O)(=O)NC(=O)C1(C)CCCN(C(=O)c2ccc(C(F)(F)F)cc2)C1 (stereo unspecified) | -3 | -7 | -11 | -4 | -21 | 8 | 4 | 12
COc1cc(C(=O)NCCC(=O)NCCCN2CCCCC2)cc(OC)c1OC | -5 | 0 | -17 | . | . | -19 | 2 | .
CC1(C)C2CCC(C2)C1(C)NC(=O)CN1CCCC1 (stereo unspecified) | . | . | -11 | -3 | 5 | -4 | 1 | 17
COc1ccc(C2C3=C(CCCC3=O)Nc3nc(-c4cc(OC)c(OC)c(OC)c4)nn32)cc1OC (stereo unspecified) | 15 | 8 | . | 4 | . | . | -1 | .
CCOc1cc(N2CCOCC2)c(OCC)cc1NC(=O)CSc1ncn[nH]1 | -3 | -9 | -4 | 7 | 14 | 11 | -1 | 2
CCOC(=O)N1CCN(S(=O)(=O)c2c(C)nn(C)c2C)CC1 | -6 | -3 | 12 | . | . | . | -5 | .
C[C@H]1CN([C@@H](C)CO)S(=O)(=O)c2ccc(-c3ccccc3)cc2O[C@H]1CN(C)S(=O)(=O)c1ccccc1F | -1[16.7 µM] | 6 | 8 | . | 42 | 1 | -6 | 2
CC(C)c1cc(=O)n2[nH]c(SCc3ccccc3)nc2n1 | 4 | 6 | -3 | 0 | -19 | 0 | 2 | -5
Cc1nc(N/N=C\c2ccc3c(c2)OCO3)sc1C | 6 | -22 | -50 | 9 | -124 | 2 | -2 | -95
CC1CCCN(S(=O)(=O)c2ccc(S(=O)(=O)N3CCCC3)cc2)C1 (stereo unspecified) | -3 | 0 | -3 | 2 | 11 | 1 | -3 | 0
Cc1ccc(NC(=S)Nc2ccc3[nH]c(=O)[nH]c3c2)cc1 | . | -6 | -32 | 7 | -14 | 1 | . | -60
C[C@H](CO)N1C[C@H](C)[C@@H](CN(C)C(=O)NC2CCCCC2)Oc2ccc(NS(=O)(=O)c3ccc(Cl)cc3)cc2C1=O | -1[16.7 µM] | -1 | 12 | -1 | -2 | -1 | 0 | 10
O=C(C[C@H]1CC[C@@H]2[C@H](COC[C@H](O)CN2C(=O)c2ccccc2)O1)NCCCN1CCOCC1 | 1[16.7 µM] | 3 | -2 | -7 | -12 | . | 1 | -12
S=c1[nH]nc(-c2ccccc2)n1/N=C/c1cccc(Cl)c1 | 1 | 7 | -4 | 5 | 1 | -6 | -3 | 12
CC(=O)c1cccc(NC(=O)c2cccc(S(=O)(=O)N3CCOCC3)c2)c1 | 5 | . | 4 | 2 | 19 | 4 | 2 | 8
C[C@H]1CCCCO[C@@H](CN(C)C(=O)Nc2ccc(C(F)(F)F)cc2)[C@@H](C)CN([C@@H](C)CO)C(=O)c2cc(NC(=O)NC3CCCCC3)ccc2O1 | 7[16.7 µM] | 10 | 11 | -7 | 18 | 0 | 1 | 12
Cc1cc(C(=O)CS(=O)(=O)c2ccc(Cl)cc2)cc(C)c1O | . | . | -15 | 7 | -5 | -1 | . | -7
COc1cc(C(=O)Nc2sc3c(c2C(=O)O)CCC(C)C3)cc(OC)c1OC (stereo unspecified) | . | . | 13 | 10 | 2 | 7 | 1 | 17
Cc1ccc(C2CC(=O)NC(SCCC(C)C)=C2C#N)cc1 (stereo unspecified) | -2 | -1 | -12 | -5 | 7 | 2 | -4 | 3
Cc1cc(C)c(NC(=O)CSc2nnc(-c3ccccn3)n2N)c(Cl)c1 | -7 | 1 | 4 | -2 | 9 | 6 | 1 | -8
CCCCNC(=O)C1(C)CCN1Cc1cc(C)ccc1C (stereo unspecified) | . | . | 11 | 9 | 9 | -4 | 7 | 13
CC(=O)Nc1ccc(S(=O)(=O)NCC(=O)OCC(=O)N2CC(C)OC(C)C2)cc1 (stereo unspecified) | -15 | -15 | -5 | -1 | 1 | -1 | 5 | 2
CCCN(C)C[C@@H]1Oc2ncc(C#Cc3ccc(OC)c(OC)c3)cc2C(=O)N([C@H](C)CO)C[C@@H]1C | -6[16.7 µM] | -36 | -7 | . | . | 1 | -8 | 3
C[C@@H]1CN([C@H](C)CO)S(=O)(=O)c2ccc(Br)cc2O[C@@H]1CN(C)Cc1ccc(-c2ccccc2)cc1 | -2 | 0 | 1 | -3&-7 | -12 | -3 | -2 | 8
Cc1ccc(S(=O)(=O)NCc2ccc(C(=O)NCCCN3CCN(C)CC3)cc2)cc1 | -2 | -6 | . | -5 | . | . | 3 | .
COc1ccc(C(=O)NC2CCCCC2)cc1S(=O)(=O)N1CCOCC1 | . | . | -6 | 11 | -4 | 4 | 3 | -7
CCn1cnc2c1c(=O)n(CC(=O)OC(C)C(N)=O)c(=O)n2Cc1ccccc1 (stereo unspecified) | . | -5 | 5 | -9 | 1 | 0 | 1 | 8
COc1ccc(Cl)cc1NC(=O)CN(C)CC(=O)Nc1ccccc1-c1ccccc1 | 2 | -6 | 18 | 13 | 19 | -2 | 0 | 5
C[C@@H]1CCCCO[C@@H](CN(C)Cc2ccc(C(=O)O)cc2)[C@H](C)CN([C@@H](C)CO)C(=O)c2cc(NC(=O)Nc3cccc4ccccc34)ccc2O1 | 31[16.7 µM] | 15 | 1 | . | -2 | 0 | 46 | -8
Cc1cc(NS(=O)(=O)Cc2ccccc2)cc(C)c1OCC(=O)N1CCOCC1 | -1 | -7 | 7 | . | . | . | 4 | .
COc1ccc(NC(=O)N[C@H]2C=C[C@@H](CC(=O)NCc3ccccn3)O[C@@H]2CO)cc1 | . | -3 | 2 | 7 | -19 | 1 | -2 | 1
CCCCC(Nc1ncnc2ccccc12)C(=O)O (stereo unspecified) | . | 16 | 5 | 5 | . | . | 1 | .
COCCNC(=O)/C(C#N)=C/c1cc(C)n(-c2ccc(C)cc2)c1C | . | 3 | . | -10 | -139 | -2 | . | -111
COC(=O)CNC(=O)Cc1c(F)cccc1Cl | -2 | -15 | 2 | . | . | -1 | -2 | 11
CN(CCc1ccccn1)C1CCCN(S(=O)(=O)c2ccc(F)c(Cl)c2)C1 (stereo unspecified) | -1 | 5 | -20 | 4 | 7 | -38 | -2 | -3
COc1ccccc1/C=C1\SC(=S)N(CCC(=O)Nc2ccc(C(=O)O)c(O)c2)C1=O | . | . | 7 | 4 | 9 | 41* | . | 21
CC1=CN2C(=NC(=O)CC2(C)C(=O)N(CC(=O)NC2CCCC2)Cc2ccc(Cl)cc2)C=C1 (stereo unspecified) | -3 | 1 | 3 | -3 | 0 | -2 | -1 | 3
C[C@@H]1CN([C@@H](C)CO)S(=O)(=O)c2ccc(C#CC(C)(C)O)cc2O[C@H]1CN(C)C(=O)CN(C)C | 3[16.7 µM] | -4 | -10 | 12 | . | 1 | -1 | -4
Cc1cccc(C(=O)N/N=C/c2ccc(OCC(=O)N3CCCCC3)cc2)c1 | 5 | -6 | -27 | 1 | . | . | -1 | .
CCOc1ccc(NC(=O)Nc2cc(C(C)C)c(O)cc2C)cc1 | 6 | 0 | 18 | 15 | 15 | 1 | -5 | -5
CNC[C@@H]1Oc2ccc(NC(=O)Cc3ccccc3)cc2C(=O)N([C@H](C)CO)C[C@H]1C | -5[16.7 µM] | 10 | 7 | -7 | -13 | 0 | 46 | 2
CN(C)C(=O)c1cccc(-c2ccc([C@@H]3[C@@H](CO)N4CCCCN(C(=O)C5CCCC5)C[C@H]34)cc2)c1 | -25[16.7 µM] | 2 | . | . | 1 | 1 | -2 | 5
CC(=O)NC[C@H]1[C@@H](c2ccc(C3=CCCCC3)cc2)[C@@H](CO)N1C(=O)NC(C)C | -7[16.7 µM] | -1 | 0 | 9 | 17 | . | 0 | -3
O=C(/C=C/c1ccco1)N(Cc1cccc(F)c1)C1CCS(=O)(=O)C1 (stereo unspecified) | 0 | -6 | 9 | 6 | -12 | 2 | 0 | 7
COc1cccc(C#Cc2cnc3c(c2)C(=O)N([C@@H](C)CO)C[C@H](C)[C@@H](CN(C)C(=O)C2CCC2)O3)c1 | -14[16.7 µM] | -16 | 2 | . | -6 | 0 | 0 | 1
CNc1ccc(-c2ccccc2CO)cn1 | -5 | 5 | 4 | -4 | -17 | -1 | 5 | -14
CC(C(=O)N1CCN(c2ccc([N+](=O)[O-])cc2)CC1)N1C(=O)C2CC=CCC2C1=O (stereo unspecified) | . | -6 | 28 | 13 | 10 | 5 | . | 17
O=C(CSc1ccccc1)N1CCN(S(=O)(=O)c2ccccc2F)CC1 | -4 | -1 | -6 | 6 | 0 | 1 | 1 | -6
COc1ccc(NC(=O)N2CCCCN3[C@H](CO)[C@H](c4ccc(C#CCC(C)C)cc4)[C@H]3C2)cc1 | -34[16.7 µM] | -37 | 3 | . | 31 | 4 | 3 | 73*
Cc1cc(C(=O)Nc2ccccc2C(=O)O)oc1C | 5 | 6 | -3 | 1 | -79 | 4 | 0 | -8
O=C(CS(=O)(=O)c1ccc(Cl)cc1)Nc1nnc(-c2cccs2)o1 | -2 | 9 | 8 | -3 | -1 | 5 | 4 | 9
C[C@H]1CN([C@@H](C)CO)C(=O)Cc2cc(NC(=O)Nc3ccc4c(c3)OCO4)ccc2O[C@@H]1CN(C)Cc1ccccc1 | -3[16.7 µM] | 5 | -24 | . | -6 | -2 | -6 | -52
O=C(Nc1ccc(Nc2ccccc2)cc1)c1ccc(Cl)cc1Cl | -8 | 1 | -15 | 1 | -7 | -6 | 0 | 1
COc1ccc(OC)c(NC(=S)NCc2ccco2)c1 | 4 | -5 | 16 | -1 | 4 | 0 | 4 | .
